# Compound activity: PubChem, several laboratories
# CDK5 inh – inhibitors of human CDK5/p35 kinase. Recombinant CDK5/p35, ADP-Glo luminescence, 60 min. inhibition, % at 10 µM. actives 0.01% (n = 330,000). AID 488839;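 active = highest replicate inhibition of at least 50% and at least 75% of replicates reaching 50%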;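 also: plate controls were DMSO neutral control for no effect and GW8510 at 10 µM for full effect; many of its hits are not listed in these tables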
# Rtt109 Vps75 – inhibitors of Candida albicans Rtt109/Vps75 histone acetyltransferase; Q5AAJ8; purified Rtt109/Vps75, ThioGlo CoA-SH fluorescence, 4 h; inhibition, % at 34.9 µM; actives 0.16% (n = 330,000);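 active = inhibition of at least 50% in every replicate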
# Target sequence (Q5AAJ8 whole entry, looked up): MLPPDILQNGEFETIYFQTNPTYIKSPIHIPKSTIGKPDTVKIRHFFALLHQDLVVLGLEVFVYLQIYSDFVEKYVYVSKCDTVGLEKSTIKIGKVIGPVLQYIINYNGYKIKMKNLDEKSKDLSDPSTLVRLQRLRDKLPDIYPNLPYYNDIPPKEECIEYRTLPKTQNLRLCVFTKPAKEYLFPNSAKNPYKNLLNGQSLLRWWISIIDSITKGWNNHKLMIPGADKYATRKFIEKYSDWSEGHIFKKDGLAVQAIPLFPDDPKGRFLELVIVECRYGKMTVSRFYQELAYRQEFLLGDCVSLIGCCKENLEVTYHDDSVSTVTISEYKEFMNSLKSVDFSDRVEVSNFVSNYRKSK
# PfHsp90 set2 – reduces growth (ATP signal) of yeast expressing P. falciparum Hsp90; inhibition, % at 9.4 µM; S. cerevisiae expressing PfHsp90, BacTiter-Glo ATP, 48 h; yeast lacking PDR1 and PDR3 efflux regulators; actives 0.32% (n = 310,000); AID 504621;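 active = every replicate shows inhibition above about 80%, whatever the replicate mean, limit read from the data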;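 also: 0% = DMSO neutral controls and 100% = 20 µM radicicol positive controls; yeast relying on Plasmodium falciparum Hsp90 in place of its own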
# NSD2 inh – NSD2 (human) methyltransferase inhibition; O96028; NSD2 peptide methylation, AlphaScreen, 120 min; inhibition, % at 12.5 µM; actives 0.54% (n = 310,000); AID 743445; in the data active = inhibition above about 50%
# dFosB activator – activators of mouse delta FosB homodimer; actives 0.99% (n = 340,000); purified delta FosB, TAMRA-CDK5 oligo fluorescence polarization; percent of positive-control signal above neutral wells; AID 493131; P13346; activation, % at 25 µM;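 active = mean activation above about 17%, with every replicate also reaching it, limit read from the data, passing the limit was not always enough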;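 also: fluorescence polarization rise as delta FosB binds a TAMRA Cdk5 AP-1 oligo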
# Target sequence (P13346 whole entry, looked up): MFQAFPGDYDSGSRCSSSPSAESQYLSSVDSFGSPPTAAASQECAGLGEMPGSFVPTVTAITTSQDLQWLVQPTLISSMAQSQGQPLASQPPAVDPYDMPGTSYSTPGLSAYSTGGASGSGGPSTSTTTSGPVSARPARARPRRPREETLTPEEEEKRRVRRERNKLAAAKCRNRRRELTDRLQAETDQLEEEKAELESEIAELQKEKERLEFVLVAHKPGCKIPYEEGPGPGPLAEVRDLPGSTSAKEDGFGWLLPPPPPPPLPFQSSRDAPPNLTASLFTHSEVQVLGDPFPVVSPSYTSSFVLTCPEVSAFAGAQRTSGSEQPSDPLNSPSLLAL
# Mot1-301 SUMO – SUMOylation pathway inhibition by Mot1-301 growth rescue | S. cerevisiae Mot1-301 growth rescue, ATP luminescence, 38.5C; percent above DMSO median, 100 means doubled | growth rescue, % at 18.8 µM | actives 1% (n = 320,000);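 active = every valid replicate shows activation above 250% relative to neutral control wells; inactive = the rest, any valid replicate at or below 250%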;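 also: OY570 slx delta 5 strain wells were the positive control but not used for scaling; some compounds called inactive have numbers as strong as hits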
# Keap1 Nrf2 FP – inhibitors of human Keap1-Nrf2 protein-protein interaction | Q14145 | actives 0.15% (n = 340,000) | inhibition, % at 9.4 µM | Keap1 Kelch-Nrf2 peptide fluorescence polarization, 1536-well; in the data active = inhibition above about 12%;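 also: human Keap1 Kelch domain with fluorescein labeled Nrf2 9mer peptide probe; 0% = neutral control wells and 100% = peptide positive control; higher means more block of Keap1 binding to Nrf2 peptide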
# LANA DNA inh – KSHV C-LANA DNA binding inhibition; MBP-C-LANA/FAM-LBS DNA binding, fluorescence polarization; inhibition, % at 9 µM; actives 0.078% (n = 340,000);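 active = highest replicate inhibition at or above 60% at 9 µM, even if other replicates fall short; inactive = all replicates below 60% inhibition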;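 also: 0% = neutral control wells and 100% = 4 µM acridine orange control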
# RTF Ca sens act – increases calcium sensitivity of human cardiac regulated thin filaments. P19429+P45379. IANBD-labeled TnC RTF fluorescence at EC20 calcium; 0% EC20 calcium, 100% full calcium. activation, % at 7.2 µM. actives 0.24% (n = 340,000);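 active = activation above the mean over all tested compounds plus 3 SD, cut at about 30% in these data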;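 also: rise in fluorescence read as greater calcium sensitivity of cardiac thin filaments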
# Cardiac RTF inh – cardiac RTF calcium desensitization. actives 0.12% (n = 340,000). P19429+P45379. IANBD-labeled cardiac RTF, Ca2+ fluorescence. AID 493244. inhibition, % at 7.15 µM;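 active = inhibition above the mean inhibition of all tested compounds plus 3 SD, cut at about 17% in these data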;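 also: assay run at fixed EC70 calcium of 1.6 mM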
# PvdQ acylase – blocks Pseudomonas aeruginosa PvdQ acylase activity. purified PvdQ acylase, fluorescence plate reader. inhibition, % at 10 µM. actives 0.063% (n = 340,000); in the data active = inhibition above about 30%, passing the limit was not always enough;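 also: 0% = vehicle neutral wells and 100% = reference inhibitor wells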
# An asterisk follows results filed as active; . = not tested or not shown.
smiles	CDK5 inh	Rtt109 Vps75	PfHsp90 set2	NSD2 inh	dFosB activator	Mot1-301 SUMO	Keap1 Nrf2 FP	LANA DNA inh	RTF Ca sens act	Cardiac RTF inh	PvdQ acylase
COc1cccc(C(=O)C2CCCN(Cc3cccc4c3OCO4)C2)c1 (stereo unspecified)	-0.4	0	-6	1	-13	-1	-5	0.9	0	-17	-8
C#CC1(O)CCC2C3CCC4=CC(=O)CCC4=C3C=CC21C (stereo unspecified)	-1.6	1	-13	2	1	.	2	0.2	-1	-3	-1
CCCOC(=O)Nc1ccc([As](=O)(O)O)cc1NC(=O)OCCC	0.4	3	-15	-1	0	73	3	0.1	-1	1	4
CC1(O)CCC2C3CCC4=CC(=O)CCC4(C)C34OC4CC21C (stereo unspecified)	-1.7	5	3	0	-3	.	0	-0.6	1	-1	-14
Cc1nc2ccccc2c(=O)n1-c1ccc([N+](=O)[O-])cc1	-0.9	-2	-10	-1	7	-9	0	0.3	-5	-2	-7
CC1=CC2OC3CC4OC(=O)C=CC=CC(C(C)O)OCC(O)C5(C)OC5C(=O)OCC2(CC1O)C4(C)C31CO1 (stereo unspecified)	0.0	5	-13	0	-1	.	-1	-1.2	-3	-2	11
Clc1ccc(-c2nc3ccc(Cl)cn3c2CN2CCCCC2)cc1	-0.9	1	13	-2	-2	10	-2	4.4	2	-1	-8
O=[N+]([O-])c1ccc(C(=Nc2ccccc2)N2CC2)cc1	3.0	-15	.	3	-12	.	-2	0.0	4	-10	-9
O=C1NC(=O)N(c2cccc(Cl)c2)C(=O)/C1=C\c1ccc(Sc2nc3ccccc3[nH]2)o1	3.0	13	-17	71*	49*	-14	-8	4.8	20	-38	-9
COc1ccccc1CC1C(=O)C2CCN1CC2 (stereo unspecified)	0.8	-1	.	-1	0	-11	-1	-0.3	-2	3	-3
Cc1ccccc1NC1=NCCCS1	1.2	8	14	-1	4	469*	-8	-0.4	7	8	-5
C=CCn1c(O)c(/C=N/N2CCCCC2c2cccnc2)c(=O)[nH]c1=S (stereo unspecified)	-1.5	-9	11	1	-6	-2	-9	0.8	-4	5	6
Clc1ccccc1CN1CCN(c2cccc3[nH]ccc23)CC1	-0.1	1	-15	.	-9	6	0	0.5	.	.	6
COC(=O)c1cn(C(=O)c2cccc3ccccc23)c2ccccc12	-0.6	-5	-7	2	-2	490*	5	1.9	-5	5	-7
COc1ccccc1CC1/C(=N/O)C2CCN1CC2 (stereo unspecified)	-0.1	-4	-11	-2	-1	10	4	0.6	5	1	-10
COc1cc(C(O)CN)ccc1O (stereo unspecified)	-0.2	-7	2	.	1	74	2	2.3	0	-5	-6
COC(=O)C1=C(c2cccc(OCc3ccccc3)c2)C[C@@H]2CC[C@H]1N2C(=O)NCCCc1ccccc1	-0.7	-6	-12	.	-2	42	-1	1.6	2	7	-4
O=C(Cc1c[nH]c2ccccc12)NNCc1ccc(N(CCCl)CCCl)cc1	3.2	0	-29	-6	-16	.	-7	-0.5	-1	-6	-6
Cc1cccc(NP(=O)(Oc2ccccc2F)Oc2ccccc2F)c1C	1.2	7	-56	-3	-2	-17	2	0.9	1	4	-11
Cc1ccc2nc3c(cc2c1)CC1(C(=O)N(C)C(=O)N(C)C1=O)C1CCCCN31 (stereo unspecified)	-0.1	-2	.	3	0	-14	-1	-1.0	3	-7	-14
O=C(c1ccc(CNS(=O)(=O)c2ccc(Br)cc2)cc1)N1CCC2(CC1)OCCO2	-3.1	0	-5	0	-7	1	-2	1.5	-3	-15	-10
COC(=O)C1=C(c2cccc(OC)c2OC)C[C@@H]2CC[C@H]1N2C(=O)N1CCOCC1	1.1	4	1	.	3	1	1	0.7	-5	-8	4
CN1C(=O)N(C)C(=O)C2(Cc3cc(NC(=O)c4ccccc4)ccc3N3CCCC32)C1=O (stereo unspecified)	-1.2	3	12	-3	-8	-2	0	-1.3	4	-7	-4
O=C(c1ccccc1)N1CCC2(CC1)OCCO2	-1.0	-7	2	-1	3	124	0	-0.2	0	-16	-13

# Reformatted with values under each structure: part of the list above.
# Every second line gives: CDK5 inh | Rtt109 Vps75 | PfHsp90 set2 | NSD2 inh | dFosB activator | Mot1-301 SUMO | Keap1 Nrf2 FP | LANA DNA inh | RTF Ca sens act | Cardiac RTF inh | PvdQ acylase
CCCOC(=O)Nc1ccc([As](=O)(O)O)cc1NC(=O)OCCC
    0.4 | 3 | -15 | -1 | 0 | 73 | 3 | 0.1 | -1 | 1 | 4
CC1(O)CCC2C3CCC4=CC(=O)CCC4(C)C34OC4CC21C (stereo unspecified)
    -1.7 | 5 | 3 | 0 | -3 | . | 0 | -0.6 | 1 | -1 | -14

# 11 structures already listed, sorted by length of the SMILES, smallest number first.
smiles	CDK5 inh	Rtt109 Vps75	PfHsp90 set2	NSD2 inh	dFosB activator	Mot1-301 SUMO	Keap1 Nrf2 FP	LANA DNA inh	RTF Ca sens act	Cardiac RTF inh	PvdQ acylase
COc1cc(C(O)CN)ccc1O (stereo unspecified)	-0.2	-7	2	.	1	74	2	2.3	0	-5	-6
COc1ccccc1CC1C(=O)C2CCN1CC2 (stereo unspecified)	0.8	-1	.	-1	0	-11	-1	-0.3	-2	3	-3
COc1ccccc1CC1/C(=N/O)C2CCN1CC2 (stereo unspecified)	-0.1	-4	-11	-2	-1	10	4	0.6	5	1	-10
C#CC1(O)CCC2C3CCC4=CC(=O)CCC4=C3C=CC21C (stereo unspecified)	-1.6	1	-13	2	1	.	2	0.2	-1	-3	-1
Cc1cccc(NP(=O)(Oc2ccccc2F)Oc2ccccc2F)c1C	1.2	7	-56	-3	-2	-17	2	0.9	1	4	-11
COC(=O)c1cn(C(=O)c2cccc3ccccc23)c2ccccc12	-0.6	-5	-7	2	-2	490*	5	1.9	-5	5	-7
CCCOC(=O)Nc1ccc([As](=O)(O)O)cc1NC(=O)OCCC	0.4	3	-15	-1	0	73	3	0.1	-1	1	4
O=C(Cc1c[nH]c2ccccc12)NNCc1ccc(N(CCCl)CCCl)cc1	3.2	0	-29	-6	-16	.	-7	-0.5	-1	-6	-6
C=CCn1c(O)c(/C=N/N2CCCCC2c2cccnc2)c(=O)[nH]c1=S (stereo unspecified)	-1.5	-9	11	1	-6	-2	-9	0.8	-4	5	6
O=C(c1ccc(CNS(=O)(=O)c2ccc(Br)cc2)cc1)N1CCC2(CC1)OCCO2	-3.1	0	-5	0	-7	1	-2	1.5	-3	-15	-10
COC(=O)C1=C(c2cccc(OC)c2OC)C[C@@H]2CC[C@H]1N2C(=O)N1CCOCC1	1.1	4	1	.	3	1	1	0.7	-5	-8	4

# The list is partial; the hit share may differ from the screen's.
